TLR4 MyD88 comp: inhibitors of TLR4-MyD88 association in cells, primary screen, cell-based, HeLa CL3-4, BLA complementation, FRET ratio | Toll-like receptor 4 (Homo sapiens) + Myeloid differentiation primary response protein … | HeLa CL3-4 TLR4/MyD88 BLA complementation | inhibition, % at 8.4 µM | actives 0.18% (n = 200,000) | AID 861, 2007; in the data active means inhibition above about 25%;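 further: 0% = vehicle and 100% = reference inhibitor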
Target sequence (O00206 whole entry, looked up): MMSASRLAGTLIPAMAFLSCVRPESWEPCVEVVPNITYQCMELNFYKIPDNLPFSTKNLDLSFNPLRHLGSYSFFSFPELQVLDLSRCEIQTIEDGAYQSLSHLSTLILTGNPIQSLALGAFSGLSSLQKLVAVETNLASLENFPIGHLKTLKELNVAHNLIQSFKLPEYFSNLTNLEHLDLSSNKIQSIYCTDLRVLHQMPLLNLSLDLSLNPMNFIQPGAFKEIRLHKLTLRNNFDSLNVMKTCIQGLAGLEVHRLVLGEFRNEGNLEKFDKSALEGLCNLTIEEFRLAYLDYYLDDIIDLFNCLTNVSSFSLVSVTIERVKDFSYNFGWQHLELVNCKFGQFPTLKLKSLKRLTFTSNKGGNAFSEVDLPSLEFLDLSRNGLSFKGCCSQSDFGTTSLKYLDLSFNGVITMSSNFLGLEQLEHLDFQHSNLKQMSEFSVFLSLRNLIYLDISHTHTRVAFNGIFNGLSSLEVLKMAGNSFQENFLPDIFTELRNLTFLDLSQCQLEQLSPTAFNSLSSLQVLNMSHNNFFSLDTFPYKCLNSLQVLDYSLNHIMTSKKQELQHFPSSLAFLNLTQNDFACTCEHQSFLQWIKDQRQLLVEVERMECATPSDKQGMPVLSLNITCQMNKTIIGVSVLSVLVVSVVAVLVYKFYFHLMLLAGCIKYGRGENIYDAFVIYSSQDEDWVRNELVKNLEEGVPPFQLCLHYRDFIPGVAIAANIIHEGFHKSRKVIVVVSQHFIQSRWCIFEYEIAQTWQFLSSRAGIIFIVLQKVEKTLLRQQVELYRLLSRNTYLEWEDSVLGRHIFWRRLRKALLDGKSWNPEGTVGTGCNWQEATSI
Target sequence (Q99836 whole entry, looked up): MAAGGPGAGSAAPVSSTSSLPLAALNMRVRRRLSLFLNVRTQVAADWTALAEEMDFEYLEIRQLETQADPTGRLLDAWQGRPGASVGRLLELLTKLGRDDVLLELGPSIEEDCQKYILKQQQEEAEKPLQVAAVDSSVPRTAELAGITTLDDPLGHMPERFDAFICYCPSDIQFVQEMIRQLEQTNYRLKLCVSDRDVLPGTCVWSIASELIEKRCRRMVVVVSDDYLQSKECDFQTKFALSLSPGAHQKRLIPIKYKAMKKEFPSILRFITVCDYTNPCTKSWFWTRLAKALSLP
FLuc act counter: FLuc activators, initial screening, artefact control for FLuc-dependent activation tests, biochemical, ATPlite luminescence | 200,000 tested, under 10 active | ATPlite luciferase biochemical, 10 min; 0 = ATP-free wells, 1 = DMSO control | Luciferin 4-monooxygenase (Photinus pyralis), P08659 | activation factor at 10 µM;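 active means luciferase activation factor, scaled between plate controls, of at least 2 with compound at 10 µM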
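test system = cell-free luciferase reagent | medium = PBS as buffer for the ATP substrate | dosing = test compounds dosed from 2 mM stocks in 100% DMSO | incubation = 10 min at ambient temperature | detection = luminescence measurement of luciferase light output | benchmarks = low control with PBS replacing ATP, high control enzyme plus ATP without compound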
FLuc inhib CS: firefly luciferase enzyme inhibitors, primary screen, artefact control for luciferase-based inhibitor screens, biochemical, luminescence, ATPLite | Luciferin 4-monooxygenase (Photinus pyralis), P08659 | 10 min | inhibition, % at 10 µM | actives 1.5% (n = 200,000) | AID 1006, 2008;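 active means inhibition above about 50% when tested at 10 µM, limit read from the data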
STAT1 act: STAT1 signaling activators, primary screen, cell-based, HTS, luciferase reporter; NIH 3T3 STAT1-luciferase reporter, IFN-gamma, luminescence; 100% = IFN-gamma alone, no compound; activation (% of control), % at 5.5 µM; actives 2.6% (n = 200,000); AID 932, 2007;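 active means activation above the screen-wide mean activation plus 3 SD, cut at about 130% in these data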;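 further: raw ratio to IFN-gamma control signal so 100% means no change and 0% no light; values of inactives mirror those of a sister screen read the other way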
Diaphorase inh: diaphorase inhibitors and chemical oxidizers, primary screen, counter-screen for diaphorase-coupled primary assays, biochemical, uHTS, resorufin fluorescence; diaphorase resazurin-to-resorufin fluorescence, NADH, 16 min; bacterial (C. kluyveri) enzyme, not human; inhibition, % at 20 µM; actives 0.69% (n = 190,000);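 active means primary screen inhibition at 20 µM above a set limit, cut at about 50% in these data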;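 further: plate controls were DMSO with full reaction for no effect and wells lacking NADH for full effect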
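controls = No-NADH positive control and DMSO neutral control | system = Clostridium kluyveri diaphorase enzyme | timing = reaction incubation of 16 min at room temperature | signal = resorufin fluorescence 544/590 nm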
G6PDH CS: L. mesenteroides G6PDH inhibitors, counter-screen for G6PDH-coupled screening assays, biochemical, Leuconostoc mesenteroides enzyme; glucose-6-phosphate dehydrogenase [Leuconostoc mesenteroides]; actives 0.12% (n = 200,000); Purified L. mesenteroides G6PDH, diaphorase/resazurin coupled fluorescence, 45 min; inhibition, % at 5 µM; in the data active means inhibition above about 50%
Diaphorase act: compounds boosting diaphorase resazurin reduction – biochemical, uHTS, resorufin fluorescence, counter-screen for diaphorase-coupled primary assays, primary screen | Diaphorase/resazurin coupled assay, 16 min; stronger effect = higher value; 1 = vehicle wells, 0 = NADH-free wells | activation factor at 20 µM | actives 0.005% (n = 190,000);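 active means diaphorase activity raised at least twofold by the compound at 20 µM; inactive means activation factor below 2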
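Material: purified diaphorase enzyme from Clostridium kluyveri / Medium: HEPES pH 7.4 buffer with MgCl2 and Tween 20 / Schedule: enzyme reaction of 16 min at room temperature / Measured by: resorufin fluorescence, excitation 544 nm, emission 590 nm / Evaluation: rise in resorufin formation, marking diaphorase activation or chemical reduction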
APP 5'UTR act: activators of APP 5'UTR luciferase reporter, primary screen, SH-SY5Y cells; SH-SY5Y APP 5'UTR luciferase reporter, luminescence; zero percent = DMSO vehicle wells; activation, % at 2 µM; actives 1% (n = 190,000); AID 1276, 2008;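 active means activation above a set limit, based on mean plus 3 SD of controls, cut at about 140% in these data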; further: values of inactives mirror those of a sister screen read the other way
NF-kB neuron act: activators of NF-kB expression in neurons, primary screen, cell-based, HTS. actives 1.6% (n = 190,000). human neuronal cells, NF-kB reporter expression; stronger effect = higher value. fold change at 12.5 µM; in the data active means fold change above about 3.3
APP transl inh: inhibitors of APP translation via 5'UTR reporter, primary screen, APP 5'UTR luciferase, SH-SY5Y cells; SH-SY5Y APP 5'UTR-luciferase reporter, luminescence; inhibition, % at 2 µM; actives 0.82% (n = 190,000);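 active means inhibition above a set limit, derived from the sample mean plus 3 SD, cut at about 45% in these data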; further: values of inactives mirror those of a sister screen read the other way
The depositor's hits bear a star; . = no result given; & = joins results of further samples. Compounds as they come (roughly 5.6% active in at least one column).

SMILES	TLR4 MyD88 comp	FLuc act counter	FLuc inhib CS	STAT1 act	Diaphorase inh	G6PDH CS	Diaphorase act	APP 5'UTR act	NF-kB neuron act	APP transl inh
CCOC(=O)CSC1=C(C#N)C(c2ccc(Cl)cc2)C(C(=O)OC)C(=O)N1 (stereo not drawn)	8.1	1	-0.9	93.5	14.2	2.9	0.9	-6.3	0.71	6.3
CCOC(=O)C1=C(C)N=C(/N=C/N(C)C)SC1c1ccccc1 (stereo not drawn)	-4.3	1.1	-11.0	98.5	19.8	6.7	0.8	-4.7	1.08	4.7
Cc1c(-c2ccccc2)nc(N)c(C#N)c1-c1cccs1	3.9	1.1	-6.5	98.3	5.2	3.2	0.9	9.8	1.43	-9.8
Cc1ccc(N2C(=O)[C@@H]3C(c4ccc(F)cc4)=NO[C@@H]3C2=O)cc1	-2.8	1.1	-5.9	103.5	7.7	-0.9	0.9	2.8	1.16	-2.8
CS(=O)(=O)N1CCCC(C(=O)NCc2ccccc2Cl)C1 (stereo not drawn)	1.6	1	-0.3	98.2	16.4	3.0	0.8	20.9	1.13	-20.9
COc1ccc(C(=O)Nc2ccc(F)cc2F)cc1	-3.7	0.7	29.6	122.3	6.6	3.0	0.9	130.8	3.39*	-130.8
CC(=O)N1CCN(Cc2nc3cc(NS(C)(=O)=O)ccc3n2C)CC1	-9.3	1	-4.2	94.6	6.8	-1.9	0.9	-3.5	1.03	3.5
Cc1ccc(OCC(=O)N2CCc3ccccc3C2)c([N+](=O)[O-])n1	7.2	1	-1.9	92.5	8.1	1.7	0.9	4.4	1.4	-4.4
Cc1nn(CCC(N)=O)c2nc(-c3cccs3)cc(C(F)(F)F)c12	1.8	0.9	5.7	101.1	1.4	5.8	1	10.7	1.05	-10.7
CCCCCn1c(=O)c2ccccc2n2c(CCl)nnc12	6.9	1	1.5	95.8	-0.7	2.4	1	21.2	2.06	-21.3
CCOc1ccc(S(=O)(=O)N/N=C2/CCCC(=O)C2)cc1	-15.8	1.1	-5.0	93.4	16.3	4.4	0.8	11.8	1.19	-11.8
O=C(Nc1nccs1)c1cc2c(s1)-c1ccccc1OC2	-4.8	0.9	12.1	146.3*	7.4	-5.1	0.9	96.0	2.33	-96.0
Cc1nc(-c2ccccc2)sc1-c1n[nH]c(=S)n1C	2.7	1	0.1	98.8	1.4	-1.9	1	15.9	1.13	-15.9
CCn1c(SCC(=O)NCC(=O)Nc2ccc(F)cc2)nnc1-c1ccncc1	5.0	1	-4.1	94.7	19.2	0.2	0.8	-1.9	1.1	1.9
CCCCNS(=O)(=O)c1ccc(OC)cc1	-7.0	1	-0.6	93.9	11.1	3.8	0.9	0.3	0.94	-0.3

Single values from the list:
In STAT1 act, `CC(=O)N1CCN(Cc2nc3cc(NS(C)(=O)=O)ccc3n2C)CC1` is entered as 94.6
In Diaphorase act, `CCOC(=O)C1=C(C)N=C(/N=C/N(C)C)SC1c1ccccc1` (stereo not drawn) is entered as 0.8
In APP 5'UTR act, `CCCCNS(=O)(=O)c1ccc(OC)cc1` is entered as 0.3
In STAT1 act, `CCn1c(SCC(=O)NCC(=O)Nc2ccc(F)cc2)nnc1-c1ccncc1` is entered as 94.7
In NF-kB neuron act, `COc1ccc(C(=O)Nc2ccc(F)cc2F)cc1` is entered as 3.39*
In G6PDH CS, `O=C(Nc1nccs1)c1cc2c(s1)-c1ccccc1OC2` is entered as -5.1

Following part.
SMILES	TLR4 MyD88 comp	FLuc act counter	FLuc inhib CS	STAT1 act	Diaphorase inh	G6PDH CS	Diaphorase act	APP 5'UTR act	NF-kB neuron act	APP transl inh
O=C1CC(c2ccccc2)CN1C(=O)c1cccc([N+](=O)[O-])c1 (stereo not drawn)	2.9	1	-3.3	104.9	13.5	8.3	0.9	1.3	1.05	-1.3
COc1cc(C2NC(=O)NC(c3ccccc3)=C2C(C)=O)c(Cl)cc1OCC(=O)O (stereo not drawn)	9.6	1	0.4	97.5	-4.2	2.7	1	198.8*	1.41	-198.8
CCc1nc2ccccc2c(C(=O)OCCN2C(=O)c3ccccc3C2=O)c1C	2.5	1	-0.2	100.4	23.8	1.4	0.8	8.7	0.76	-8.7
COc1ccc(OCC(=O)NNC(=O)C(=O)Nc2ccc(C)cc2)cc1	-0.1	1	2.3	97.3	8.6	9.3	0.9	-5.7	1.11	5.7
Cc1cc(C)c2c(=O)n(CC(=O)NCCCN3CCOCC3)sc2n1	-4.0	0.8	20.6	98.8	-7.4	16.2	1.1	24.5	0.89	-24.5
CC(C)CC(CO)N1CCN(C(=O)c2cccc(C(F)(F)F)c2)CCC1=O (stereo not drawn)	-3.3	1.1	-7.1	101.9	0.6	14.1	1	-5.0	1.06	5.0
O=C(N/N=C/c1cc([N+](=O)[O-])ccc1O)C1C2CCCCC21 (stereo not drawn)	-5.8	0.9	9.8	107.0	49.0	24.3	0.5	5.5	0.85	-5.5
CCOC(=O)C1(CCCc2ccccc2)CCN(C(=O)CCc2cnn(C)c2)CC1	8.4	1.1	-8.4	92.5	.	8.9	.	24.1	1.44	-24.1
CN1CCN(CCCN2c3ccccc3Sc3ccc(Cl)cc32)CC1	14.1	1.1&1	-5.2&3.1	98.6	12.7&23.4	10.4&6.2	0.9&0.8	3.1	0.7	-3.1
Cc1ccc(S(=O)(=O)NC(=O)c2ccc(Br)o2)c(C)c1	-2.3	1	3.2	96.9	18.2	9.5	0.8	4.9	1.14	-4.9
Cc1cc(C(F)(F)F)nn1Cc1n[nH]c(=S)n1-c1cccc(Cl)c1	-11.0	1.1	-10.1	87.3	16.7	2.0	0.8	-2.9	0.91	2.9
Cc1nnc(OC(C)C)c2nn(-c3ccccc3F)c(C)c12	6.4	1.1	-6.7	103.2	6.6	6.6	0.9	2.4	1.26	-2.4
Cc1ccc(NCc2nnc(SCC(N)=O)n2CC2CCCO2)c(C)c1 (stereo not drawn)	2.8	1.1	-7.3	90.8	0.2	2.0	1	-1.6	1.02	1.6
CCCCNC(=O)CC1N=C2c3ccccc3N=C(SCC(=O)Nc3ccc(OC)cc3)N2C1=O (stereo not drawn)	1.4	1	-3.4	104.8	5.0	3.1	0.9	3.4	1	-3.4
CCC(=O)NC(=S)Nc1ccccc1C(=O)NC1CCCCC1	8.0	1	-3.5	102.7	-0.6	-3.7	1	-8.6	0.97	8.6
O=S(=O)(NC1c2cccc3cccc(c23)C1N1CCNCC1)c1ccc(Cl)cc1 (stereo not drawn)	-4.8	1.1	-8.6	106.5	19.1	10.9	0.8	13.1	0.86	-13.1
O=C(CC(c1ccco1)C1CCCCC1=O)c1ccccc1 (stereo not drawn)	7.9	1	-0.9	97.6	6.3	0.2	0.9	1.7	1.11	-1.7
COC(=O)c1cccc(NC(=O)CSc2nc(O)c(-c3ccccc3)c(=O)[nH]2)c1	-0.4	1	-3.2	90.7	11.1	4.2	0.9	17.1	1.03	-17.1
O=C(CCn1cccc1)Nc1ccc(OC(F)(F)F)cc1	9.3	1	2.2	97.0	2.6	11.0	1	-3.6	1.14	3.6
O=C(COC(=O)C1Cc2ccccc2CN1C(=O)c1ccccc1Cl)Nc1ccc(N2CCOCC2)cc1 (stereo not drawn)	10.0	1.1	-6.9	102.9	8.4	5.1	0.9	-8.5	0.9	8.5
CCOc1cc2c(C)cc(=O)oc2cc1Cl	-3.9	1.1	-6.8	105.7	8.6	5.1	0.9	-2.1	1.24	2.1
O=C(CCCC(=O)N(CC(=O)NC1CCCC1)Cc1ccccc1)Nc1ccccn1	-0.1	1.1	-6.2	104.2	-12.1	5.1	1.1	6.0	0.93	-6.0
C=CCNC(=S)N1CCN(CCN=CC2=C(O)CC(c3ccc(Cl)cc3)CC2=O)CC1 (stereo not drawn)	-3.0	1	-4.0	100.6	26.7	-2.0	0.7	6.7	1.02	-6.7
COc1ccccc1N1CCN(C(=O)/C=C/c2ccc3c(c2)OCO3)CC1	-2.3	1.1	-6.5	91.3	17.8	-4.7	0.8	9.6	0.8	-9.6
COc1ccc2[nH]cc(CCNS(=O)(=O)c3ccc(F)cc3)c2c1	3.7	1	-4.1	94.8	7.6	21.7	0.9	-7.4	1.11	7.4
Cc1cc(C)n(-c2nc(SCC(=O)Nc3nccs3)c3c4c(sc3n2)COC(C)(C)C4)n1	0.4	1	0.2	107.1	3.1	11.8	1	-4.0	0.92	4.0
COc1ccc(-c2nn(-c3ccccc3)cc2C(=O)NC(=S)NNC(=O)c2ccncc2)cc1	-10.9	1.1	-8.7	88.0	33.0	1.9	0.7	-49.9	0.73	49.9*
Cc1cccc(N2CN=c3s/c(=C\c4ccncc4)c(=O)n3C2)c1	-2.8	1	-4.1	98.1	13.9	6.6	0.9	19.1	1.27	-19.1
O=C(O)CC(Cc1ccccc1)c1ccc2c(c1)OCO2 (stereo not drawn)	8.3	1.1	-5.8	100.8	19.8	-8.1	0.8	-3.9	1.14	3.9
O=C(CN(Cc1ccco1)C(=O)c1ccccc1)Nc1ccc(Cl)c(Cl)c1	7.7	1.1	-8.8	95.2	26.3	-1.3	0.7	19.5	1.05	-19.5
CCN(CC)S(=O)(=O)c1cccc(C(=O)N/N=C/c2ccccc2OCC(=O)O)c1	2.5	0.8	21.4	90.9	5.5	1.0	0.9	32.4	1.09	-32.4
CC(=O)C1=C(C)Nc2ncnn2C1c1ccc(Cl)cc1 (stereo not drawn)	11.7	1	-4.1	101.0	6.9	2.5	0.9	-15.2	0.86	15.2
CCOc1cc(NC(=O)C2CCCO2)c(OCC)cc1NC(C)=O (stereo not drawn)	-7.3	1.1	-5.4	99.6	8.5	18.3	0.9	-2.2	0.71	2.3
CC(=O)Nc1ccccc1NC(=O)C(F)(F)F	-2.6	1	-4.4	99.4	13.0	0.7	0.9	22.6	0.99	-22.6
O=C(Nc1nc(-c2ccc(F)cc2)cs1)c1cccnc1	-11.0	1	-3.7	95.4	-5.7	1.2	1.1	29.6	1.14	-29.6

Structural class: those above containing two or more sulfur atoms (three)
SMILES	TLR4 MyD88 comp	FLuc act counter	FLuc inhib CS	STAT1 act	Diaphorase inh	G6PDH CS	Diaphorase act	APP 5'UTR act	NF-kB neuron act	APP transl inh
O=C(Nc1nccs1)c1cc2c(s1)-c1ccccc1OC2	-4.8	0.9	12.1	146.3*	7.4	-5.1	0.9	96.0	2.33	-96.0
Cc1nc(-c2ccccc2)sc1-c1n[nH]c(=S)n1C	2.7	1	0.1	98.8	1.4	-1.9	1	15.9	1.13	-15.9
Cc1cc(C)n(-c2nc(SCC(=O)Nc3nccs3)c3c4c(sc3n2)COC(C)(C)C4)n1	0.4	1	0.2	107.1	3.1	11.8	1	-4.0	0.92	4.0
